All columns: NCI-60 one-dose screen, growth in % after 48 h at 10 µM unless noted; 100 = growth as untreated, 0 = no growth, -100 = all killed.
KM12: KM12 colon cancer cells | AID 1794800 | 82,000 tested, 5% active
SW-620: SW-620 colon cancer; 82,000 tested, 5.2% active
HCT-15: HCT-15 colon cancer. 82,000 tested, 5.2% active. AID 1794746
HCC-2998: HCC-2998 colon cancer. 79,000 tested, 4.7% active
HT29: HT29 colon cancer; 81,000 tested, 7.4% active
HCT-116: HCT-116 colon cancer. 82,000 tested, 7.3% active. AID 1794798
SF-268: SF-268 CNS cancer cells | 82,000 tested, 3.1% active
SNB-75: SNB-75 CNS cancer; 79,000 tested, 5% active; AID 1794750
SNB-19: SNB-19 CNS cancer cells | 81,000 tested, 2.5% active | AID 1794751
* hit, by the source's call; . = no result given. How the source made its calls: active means growth percent below 10; inactive means the rest.

entry | SMILES | KM12 | SW-620 | HCT-15 | HCC-2998 | HT29 | HCT-116 | SF-268 | SNB-75 | SNB-19
1 | C#CCOc1ccc(C(Nc2ccc(F)cc2F)c2nnnn2C2CCCCC2)cc1 (stereo not drawn) | 96 | 95 | 84 | 98 | 92 | 68 | 85 | 80 | 98
2 | C/C(=N/O)c1ccc(NC(=O)C(C)N2CCN(c3cc4c(cc3F)c(=O)c(C(=O)O)cn4C3CC3)CC2)cc1 (stereo not drawn) | 101 | 97 | 105 | 98 | 98 | 90 | 99 | 97 | 93
3 | O=C(Nc1ccccc1Cl)Oc1ccc(C(=O)c2ccccc2)cc1 | 89 | 92 | 90 | 101 | 101 | 101 | 93 | 96 | 89
4 | O=C(NNC(=O)N1c2ccccc2C=Cc2ccccc21)c1ccc2ccccc2c1 | 99 | 101 | 95 | 102 | 89 | 103 | 91 | . | 95
5 | O=C(SC(=S)NCCNC(=S)SC(=O)c1ccccc1)c1ccccc1 | 109 | 96 | 99 | 110 | 112 | 116 | 99 | 100 | 108
6 | CC(=O)c1ccc(N2CN(c3ccc(Cl)cc3)CC3=C2CC(C)(C)CC3=O)cc1 | 41 | 57 | 58 | 88 | 51 | 44 | 68 | 84 | 77
7 | Clc1ccc(CN(Cc2ccc(Cl)cc2)Cc2ccc(Cl)cc2Cl)cc1 | 104 | 97 | 95 | 107 | 89 | 89 | 101 | 93 | 106
8 | O=C(NNC1=Nc2cccc3cccc1c23)c1ccc(Br)cc1 | 92 | 138 | 72 | 23 | 95 | 84 | 74 | 104 | 101
9 | CC(C)(CO)CCCCCCC(C)(C)CO | 111 | 107 | 118 | 108 | 111 | 113 | 110 | 97 | 109
10 | CCNC(=O)Oc1ccc(/C(=C(/C)c2ccc(OC)cc2)c2ccc(OCCN(C)C)cc2)cc1 | 95 | 92 | 70 | 95 | 25 | 55 | 82 | 92 | 92
11 | COc1ccc(-c2nonc2-[n+]2noc(=O)[nH]2)cc1 | 104 | 105 | 101 | 109 | 111 | 107 | 103 | . | 101
12 | Cc1cc(=O)c2ccccc2[nH]1 | 104 | 103 | 104 | 116 | 107 | 96 | 103 | 123 | 110
13 | Cc1nc2ccccc2c(=O)n1CC(=O)N1NC(=O)CC1=O | . | 103 | 101 | 99 | 109 | 99 | 106 | 91 | 105
14 | COc1ccc(-c2ccc3c(C)nc4oc(-c5ccc(OC)cc5)nc4c3n2)cc1 | 85 | 81 | 79 | 90 | 50 | 73 | 86 | 62 | 97
15 | COc1cc(/C=C/C(C)=O)ccc1OCc1ccc(C(C)(C)C)cc1 | 77 | 75 | 56 | 85 | 27 | 69 | 101 | 105 | 100
16 | CC1(C)/C(=C\CO)C2CCC1C2 (stereo not drawn) | 114 | 106 | 105 | 104 | 109 | 97 | 111 | 93 | 106
17 | O=C1CC23OC(C(O)c4ccccc4N12)C1C(c2ccccc2)=NOC13 (stereo not drawn) | 29 | 29 | 30 | 85 | 14 | 21 | 64 | 33 | 44
18 | COc1ccc(Cc2c(N)noc2N)cc1 | 113 | 118 | 99 | 113 | 100 | 105 | 107 | 96 | 114
19 | Cc1ccc(NC(=O)NC2OC(=O)c3ccccc32)cc1 (stereo not drawn) | 102 | 102 | 110 | . | 108 | 107 | 101 | 102 | 103
20 | CCOC(=O)c1c(C(F)(F)F)n([O-])c2ccc(OC)cc2[n+]1=O | 44 | 30 | 24 | 44 | 48 | 29 | 31 | 12 | 26
21 | CC(=O)Nc1ccc(C(O)c2ccc(NC(C)=O)cc2)cc1 | 96 | 92 | 94 | 118 | 104 | 92 | 96 | 76 | 96
22 | CC1=Cc2c(C)ccc(C)c2CC1 | 104 | 96 | 107 | 96 | 109 | 103 | 97 | 101 | 106
23 | CC1=C(C(=O)O)CCc2ccccc21 | 104 | 104 | 92 | 118 | 106 | 106 | 100 | 109 | 100
24 | NC(=O)c1n[nH]n2c1nc(=O)c1c3c(sc12)CCCC3 | 104 | 100 | 107 | 104 | 106 | 104 | 105 | 102 | 104
25 | CC(=O)N[C@@H](CO)CC(=O)c1ccc2c(c1O)C=CC(C)(C)O2 | 103 | 101 | 101 | 108 | 106 | 98 | 101 | 90 | 110

Following part
entry | SMILES | KM12 | SW-620 | HCT-15 | HCC-2998 | HT29 | HCT-116 | SF-268 | SNB-75 | SNB-19
26 | O=C(O)CC(c1ccccc1)(c1ccccc1)c1ccccc1 | 110 | 85 | 92 | 96 | 104 | 77 | 100 | . | 101
27 | COc1ccc(C2C(C#N)=C(N)Oc3n[nH]c(-c4cccs4)c32)cc1I (stereo not drawn) | 86 | 84 | 81 | 96 | 98 | 92 | 91 | 78 | 87
28 | Cc1nn(-c2ccc(Cl)cc2)c2nc3c(nc12)c(=O)[nH]c1ccccc13 | 112 | 105 | 109 | 106 | 111 | 102 | 104 | 88 | 103
29 | COc1cc2c3c(n(CCCN4CCOCC4)c(=O)c2cc1OC)-c1nc2c(cc1C3=O)OCO2 | 32 | 22 | 41 | 38 | 7.3* | 16 | 22 | 50 | 15
30 | Cc1c(C)c(C)c(Br)c(C)c1C | 107 | 108 | 120 | 106 | 111 | 99 | 102 | 87 | 105
31 | CN(C)CC1(C)CC(=O)C(Br)C(C)(C)C1 (stereo not drawn) | 103 | 104 | 98 | 104 | . | 99 | 98 | 88 | 108
32 | CCc1nn(Cc2ccccc2)c2nc(C)c(CCc3ccccc3)c(Cl)c12 | 101 | 99 | 99 | 101 | 89 | 81 | 106 | 93 | 80
33 | CCN(CC)CCNC(Cc1ccccc1)c1ccc(OC)cc1 (stereo not drawn) | . | 107 | 99 | 96 | 97 | 90 | 92 | 72 | 102
34 | Cc1ccc(-c2nnc3sc(C4=Cc5ccccc5OC=C4)nn23)cc1 | 106 | 100 | 93 | 101 | 101 | 104 | 105 | 79 | 92
35 | COc1cc(C2CC(c3ccc(S(=O)(=O)NCCNc4nc(N(C)C)nc(N5CCOCC5)n4)cc3)=Nc3c(N)nc(N)nc3N2)cc(OC)c1OC (stereo not drawn) | 100 | 99 | 94 | 109 | 100 | 90 | 90 | 102 | 96
36 | CC(CO)CC(C)(C)C (stereo not drawn) | 108 | 108 | 108 | 116 | 119 | 110 | 106 | 107 | 112
37 | Nc1nn2c(-c3cc4ccccc4oc3=O)ccnc2c1N=Nc1ccc(Br)cc1 | 111 | 119 | 113 | 139 | 126 | 79 | 98 | 77 | 55
38 | C/C(=N/NC(N)=S)c1sc(Nc2ccc(O)cc2)nc1C | 110 | 122 | 102 | 121 | 118 | 102 | 89 | 92 | 108
39 | O=C1N2CN(CC3CC3)CN3C(=S)N4CN(CC5CC5)CN1C4C23 (stereo not drawn) | 98 | 94 | 101 | 95 | 101 | 92 | 92 | 102 | 88
40 | CN1CCN(Cc2ccc(NC(=O)c3cncc(C#Cc4cnc5ccc(N6CCSCC6)nn45)c3)cc2C(F)(F)F)CC1 | -22* | -3.6* | -39* | -51* | -50* | -52* | -53* | -67* | -13*
41 | Cc1cc(=O)oc2cc(OCCOc3ccc(/C=C/C(=O)Nc4ccccc4N)cc3)ccc12 | 14 | 27 | 40 | 38 | 31 | 16 | 28 | 37 | .
42 | Nc1nc(N2CCCCC2)c2ncn(C3OC(CO)C(O)C3O)c2n1 (stereo not drawn) | 103 | 101 | 104 | 105 | 103 | 98 | 105 | 86 | 100
43 | Cc1[nH]c(C(=O)Nc2ccccc2OC2CCN(CCN3CCOCC3)CC2)c(Cl)c1Cl | 103 | 100 | 84 | 107 | 74 | 77 | 81 | 76 | 107
44 | COc1cccc2cc(-c3cc4ccccc4[nH]3)/c(=N/C(=S)Nc3ccc(C)cc3)oc12 | 71 | 78 | 72 | 100 | 86 | 49 | 72 | -8.9* | 53
45 | Cn1c(=O)c2nc(CC(O)c3ccccc3)c(=O)[nH]c2n(C)c1=S (stereo not drawn) | 105 | 102 | 101 | 104 | 113 | 107 | 104 | 96 | 103
46 | CCOP(=O)(OCC)[C@H](Nc1ccc(F)cc1)c1cccc(C)c1 | 106 | 93 | 106 | 111 | 95 | 90 | 99 | 81 | 102
47 | COc1ccc(C2C3=C(CC(C)(C)CC3=O)N(Cc3ccc(C(=O)O)cc3)C3=C2C(=O)CC(C)(C)C3)cc1 | 112 | 106 | 99 | 106 | 112 | 111 | 104 | 93 | 104
48 | Cn1c(/C(C#N)=C/c2c(Cl)cncc2Cl)nc2ccccc21 | 86 | 97 | 70 | 90 | 88 | 80 | 78 | 63 | 101
49 | COc1ccc(-c2c(C#N)c(-c3ccc(Cl)cc3)nc3c2c(-c2ccccc2)nn3-c2ccccc2)cc1 | 100 | 98 | 87 | 105 | 105 | 98 | 105 | 89 | 100
50 | c1ccc(Cn2cc(-c3nc4ccccc4n3Cc3ccccc3)c3cccnc32)cc1 | 98 | 102 | 90 | 110 | 114 | 92 | 100 | 88 | 104

(next part)
entry | SMILES | KM12 | SW-620 | HCT-15 | HCC-2998 | HT29 | HCT-116 | SF-268 | SNB-75 | SNB-19
51 | CCOC(=O)/C(C#N)=C/c1cccc(OC)c1 | 111 | 114 | 104 | . | 109 | 99 | 108 | 92 | 100
52 | COc1cc2c(C)cc(=O)oc2cc1O | 98 | 84 | 104 | 97 | 107 | 97 | 107 | 95 | 101
53 | CCOC(=O)c1nnc2cc(-c3ccccc3)nn2c1-c1ccccc1 | 103 | 103 | 116 | 105 | 104 | 83 | 97 | 88 | 101
54 | Cc1ccc(S(=O)(=O)NCl)cc1 | 113 | 106 | 103 | 105 | 96 | 100 | 115 | 107 | 105
55 | O=c1cc(-c2ccccc2)oc2ccccc12 | 98 | 96 | 88 | 99 | 96 | . | 101 | 76 | 92
56 | CS(=O)(=O)c1ccc(-c2nc3ccccn3c2-c2nc3ccc(Cl)cc3[nH]2)cc1 | 103 | 92 | 94 | 115 | 100 | 93 | 97 | 79 | 88
57 | C=CCn1c(SCC(=O)c2ccccc2)nnc1-c1ccc(OC)cc1 | 99 | 102 | 96 | 107 | 103 | 95 | 91 | 97 | 99
58 | COc1cc(C2Nc3cc(C)c(C)cc3-n3c(C)cc(=O)n32)cc(OC)c1OC (stereo not drawn) | 113 | 110 | 98 | 104 | 110 | 106 | 111 | 88 | 103

6 structures out of the list, ordered by length of the SMILES, high to low:
entry | SMILES | KM12 | SW-620 | HCT-15 | HCC-2998 | HT29 | HCT-116 | SF-268 | SNB-75 | SNB-19
56 | CS(=O)(=O)c1ccc(-c2nc3ccccn3c2-c2nc3ccc(Cl)cc3[nH]2)cc1 | 103 | 92 | 94 | 115 | 100 | 93 | 97 | 79 | 88
58 | COc1cc(C2Nc3cc(C)c(C)cc3-n3c(C)cc(=O)n32)cc(OC)c1OC (stereo not drawn) | 113 | 110 | 98 | 104 | 110 | 106 | 111 | 88 | 103
50 | c1ccc(Cn2cc(-c3nc4ccccc4n3Cc3ccccc3)c3cccnc32)cc1 | 98 | 102 | 90 | 110 | 114 | 92 | 100 | 88 | 104
57 | C=CCn1c(SCC(=O)c2ccccc2)nnc1-c1ccc(OC)cc1 | 99 | 102 | 96 | 107 | 103 | 95 | 91 | 97 | 99
55 | O=c1cc(-c2ccccc2)oc2ccccc12 | 98 | 96 | 88 | 99 | 96 | . | 101 | 76 | 92
52 | COc1cc2c(C)cc(=O)oc2cc1O | 98 | 84 | 104 | 97 | 107 | 97 | 107 | 95 | 101

Exported as labelled records: part of the list above.
56: CS(=O)(=O)c1ccc(-c2nc3ccccn3c2-c2nc3ccc(Cl)cc3[nH]2)cc1
  KM12 = 103	SW-620 = 92	HCT-15 = 94	HCC-2998 = 115	HT29 = 100	HCT-116 = 93	SF-268 = 97	SNB-75 = 79	SNB-19 = 88

52: COc1cc2c(C)cc(=O)oc2cc1O
  KM12 = 98	SW-620 = 84	HCT-15 = 104	HCC-2998 = 97	HT29 = 107	HCT-116 = 97	SF-268 = 107	SNB-75 = 95	SNB-19 = 101

51: CCOC(=O)/C(C#N)=C/c1cccc(OC)c1
  KM12 = 111	SW-620 = 114	HCT-15 = 104	HCC-2998 = .	HT29 = 109	HCT-116 = 99	SF-268 = 108	SNB-75 = 92	SNB-19 = 100

High-throughput results: PubChem, NCI

This is a random part of the collection; 11% or so of the library scored in one or more.
